A-T KAP1 phos – qHTS Assay for Identifying a Potential Treatment of Ataxia-Telangiectasia; […] A-T fibroblasts, KAP-1 phosphorylation AlphaLISA; neocarzinostatin DNA damage 30 min before lysis; Potency, µM (highest dose often 57.5 µM), inactives show at the highest dose activation, most hits filed as activators; hit rate 0.19% among 320,000; also: potency is read from the fitted curve at half-maximal effect; % of control where 0% means no effect; nearly all actives have a fitted effect of over 45% in size
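ATM-like activity read as KAP-1 phosphorylation via AlphaLISA donor/acceptor antibody pairs after lysis and 6 hr at 25C. Cells were ATM-null patient fibroblasts ([…], hTERT), dosed 60 min, then exposed to the DSB inducer NCS for 30 min.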
Integrin act MD – qHTS for Activators of Integrin-Mediated Alleviation for Muscular Dystrophy; alpha7betagal myoblasts, beta-gal FDG fluorescence, 48 h; Potency, µM (top dose mostly 38.3 µM), for the others: at the top dose activation, hits mostly activators; hit rate 0.064% among 350,000; AID 624291, 2012;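 also: potency is read from the fitted curve at half-maximal effect; 100% = response of the positive control SU9516; nearly all actives have a fitted effect of over 60% in size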
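alpha7betagal+/- myoblasts (passage 13, 250/well) treated 48 h at 37C with compounds at 1:260 dilution of DMSO stock. Lysed, then beta-galactosidase activity read as FDG fluorescence (ex 480/em 540) after 30 min, with pre-read for autofluorescence.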
TSG101-PTAP inh – qHTS Assay for Iinhibitors of HIV-1 Budding by Blocking the Interaction of PTAP/TSG101; Fluorescence polarization, FITC-PTAP peptide / Tsg101 binding; Potency, µM (titrated, usually from 115 µM), without a hit: at the highest dose activity change, negative = inhibition, most hits filed as inhibitors; 340,000 tested, under 10 active; AID 493005, 2010; active = well fitted inhibition curve with a large enough effect in the main read-out, with a control signal flat, not every such curve was filed as active; inconclusive = small, poorly fitted or top-dose-only effect, or effect the other way, or a change in a side signal; inactive = no such curve, though single readings can be large or run the other way; also: potency is read from the fitted curve at half-maximal effect; % of control where 0% means no effect
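Steps: Tsg101 binding domain dispensed (10 uM final), compounds pinned in DMSO, FITC-labeled PTAP-motif peptide added (50 nM final); after 20 min binding at room temperature, polarization measured.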
S-ASM inh – Inhibitors of Secretory Acid Sphingomyelinase (S-ASM): qHTS. hit rate 0.006% among 340,000. placental ASM, HMU-PC fluorogenic substrate, 60 min. AID 504937, 2011. Potency, µM (top dose mostly 57.5 µM), for the others: at the top dose activity change, negative = inhibition, hits mostly inhibitors; also: potency is read from the fitted curve at half-maximal effect
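qHTS format. ASM enzyme prepared from human placenta hydrolyses the fluorogenic substrate HMU-PC0 (9 uM final) over 60 min at 37 °C after a 10 min compound preincubation.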
TSHR antagonist – Antagonists of the Thyroid Stimulating Hormone Receptor: HTS campaign; TSHR-expressing cells, TSH-stimulated cAMP HTRF, 2 h; hits give low values; hit rate 0.2% among 330,000; activity change, negative = inhibition, % at 11.5 µM; Thyrotropin receptor (Homo sapiens), P16473; AID 504810, 2011;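 active = activity change below a set negative limit, meaning inhibition stronger than a set level, cut at about -70% in these data; inconclusive = activity change between two set negative limits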; also: % is scaled to controls: 0 for no effect and ±100 for the full control effect
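Read-out is FRET at 665 nm (cryptate excitation 337 nm) from a cryptate-tagged anti-cAMP antibody, competed by cell cAMP against cAMP-d2. Compounds are tested on freshly harvested TSHR cells challenged with 4nM TSH (EC80) for 2 hours at 37 deg C.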
Tb PFK inh – qHTS Assay to Find Inhibitors of T. brucei phosphofructokinase | ATP-dependent 6-phosphofructokinase (Trypanosoma brucei brucei), O15648 | hit rate 0.17% among 330,000 | AID 485367, 2010 | T. brucei PFK, ADP-Glo luminescence | Potency, µM (series often up to 57.5 µM), inactives show at the top dose activity, negative = inhibition, hits mostly inhibitors;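 also: potency is read from the fitted curve at half-maximal effect; 0% = uninhibited 1x PFK enzyme wells and -100% = no-enzyme wells; nearly all actives have a fitted effect of over 60% in size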
Target sequence (O15648 whole entry, looked up): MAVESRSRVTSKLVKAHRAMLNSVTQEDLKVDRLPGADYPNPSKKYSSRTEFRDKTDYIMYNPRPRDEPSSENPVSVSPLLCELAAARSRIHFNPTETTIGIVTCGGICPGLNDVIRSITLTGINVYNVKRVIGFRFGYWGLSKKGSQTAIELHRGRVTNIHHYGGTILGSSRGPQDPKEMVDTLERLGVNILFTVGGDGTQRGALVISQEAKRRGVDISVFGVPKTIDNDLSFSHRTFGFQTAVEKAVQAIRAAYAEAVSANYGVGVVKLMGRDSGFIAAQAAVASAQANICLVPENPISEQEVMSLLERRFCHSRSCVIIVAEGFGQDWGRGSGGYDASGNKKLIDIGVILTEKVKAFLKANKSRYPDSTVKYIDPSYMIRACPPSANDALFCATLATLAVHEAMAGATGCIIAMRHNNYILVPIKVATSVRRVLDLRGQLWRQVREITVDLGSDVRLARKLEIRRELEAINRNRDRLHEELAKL
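ADP-Glo luminescence quantified ADP after 45 min at room temperature, with 1.25 nM T. brucei PFK, 0.1 mM ATP and 0.5 mM fructose-6-phosphate in pH 8.0 TEA buffer. qHTS titrations up to 57 µM; curves classified by quality.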
ELG1 repair inh – qHTS screen for small molecules that inhibit ELG1-dependent DNA repair in human embryonic kidney (HEK293T) cells expressing luciferase-tagged ELG1 | HEK293T ELG1-luciferase reporter, luminescence, 16 h; DNA damage induced by 5-fluorouridine | Potency, µM (titrated, usually from 46.1 µM), for inactives: at the highest dose activity change, negative = inhibition, actives largely listed as inhibitors | hit rate 2.3% among 330,000 | AID 504467, 2011; also: potency is read from the fitted curve at half-maximal effect; % is scaled to controls: 0 for no effect and ±100 for the full control effect; nearly all actives have a fitted effect of over 55% in size
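5-Fluorouridine DNA damage + compound/DMSO, 2,000 cells/well, 16 h, 37 °C/5% CO2. ONE-Glo, 30 min RT, luminescence. Readout = decrease in reporter signal.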
BCR signal inh – qHTS Assay to Find Inhibitors of Chronic Active B-Cell Receptor Signaling | ABC-DLBCL IkBa-CBG/CBR reporter, luminescence ratio, 4 h | Potency, µM (series often up to 46.1 µM), inactives show top-dose ratio change, negative = lower green/red ratio, actives largely listed as inhibitors | hit rate 0.05% among 340,000; active = well fitted inhibition curve with a large enough effect in the signal ratio, with a control signal flat, not every such curve was filed as active; inconclusive = small, poorly fitted or top-dose-only effect, or effect the other way, or a change in a side signal; the % refers to the signal ratio;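 also: potency is read from the fitted curve at half-maximal effect; plate controls were basal doxycycline-induced cells for no effect and cells given 10 µM MG132 for full effect; MG132 reads +100%, hits lower the ratio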
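Concentration-response series (up to 46 uM) were applied to TMD8 dual-reporter cells for 4 h at 37C with doxycycline. Green/red ratio, after filter-overlap correction, defined %Activity; red signal alone was normalised to basal cells and zero luminescence.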
TCR act – Activators of T cell receptors: qHTS campaign; primary human leukocytes, anti-CD3, IL-2 HTRF, 48 h; 330,000 tested, under 10 active; AID 504894, 2011; Potency, µM (titrated, usually from 9.22 µM), for the others: at the highest dose activation of IL-2 secretion, actives largely listed as activators; also: % of control where 0% means no effect
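Human primary leukocytes + a-CD3 beads + cpd, 48 hr; IL-2 in supernatant by HTRF (ex 320nm / em 665nm). No co-stimulatory signal supplied.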
Mito fusion act – qHTS Assay for Small Molecule Inhibitors of Mitochondrial Division or Activators of Mitochondrial Fusion; Potency, µM (doses to about 46.1 µM), for the others: at the top dose growth rescue (activation), most hits filed as activators; S. cerevisiae fusion-defective mutant growth rescue, CellTiterGlo 48 h; hit rate 0.23% among 320,000;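 also: potency is read from the fitted curve at half-maximal effect; % of control where 0% means no effect; nearly all actives have a fitted effect of over 45% in size; temperature-sensitive fusion mutants such as fzo1-1 at 37 °C on non-fermentable ethanol glycerol medium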
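Read-out: ATP-based luminescence (CellTiterGlo, 10 min ambient) reporting growth of fusion-defective ts yeast after 48 hours at 37C on glycerol/ethanol YPEG medium in the presence of compound.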
Eya2 phos inh – qHTS Assay for Inhibitors of the Phosphatase Activity of Eya2; recombinant Eya2, OMFP fluorescence dephosphorylation (OMFP is methylfluorescein phosphate); hit rate 0.006% among 330,000; Potency, µM (doses to about 76.9 µM), for the others: top-dose activity, negative = inhibition, actives largely listed as inhibitors; Protein phosphatase EYA2 (Homo sapiens), O00167; also: potency is read from the fitted curve at half-maximal effect; % is scaled to controls: 0 for no effect and ±100 for the full control effect
Target sequence (O00167 whole entry, looked up): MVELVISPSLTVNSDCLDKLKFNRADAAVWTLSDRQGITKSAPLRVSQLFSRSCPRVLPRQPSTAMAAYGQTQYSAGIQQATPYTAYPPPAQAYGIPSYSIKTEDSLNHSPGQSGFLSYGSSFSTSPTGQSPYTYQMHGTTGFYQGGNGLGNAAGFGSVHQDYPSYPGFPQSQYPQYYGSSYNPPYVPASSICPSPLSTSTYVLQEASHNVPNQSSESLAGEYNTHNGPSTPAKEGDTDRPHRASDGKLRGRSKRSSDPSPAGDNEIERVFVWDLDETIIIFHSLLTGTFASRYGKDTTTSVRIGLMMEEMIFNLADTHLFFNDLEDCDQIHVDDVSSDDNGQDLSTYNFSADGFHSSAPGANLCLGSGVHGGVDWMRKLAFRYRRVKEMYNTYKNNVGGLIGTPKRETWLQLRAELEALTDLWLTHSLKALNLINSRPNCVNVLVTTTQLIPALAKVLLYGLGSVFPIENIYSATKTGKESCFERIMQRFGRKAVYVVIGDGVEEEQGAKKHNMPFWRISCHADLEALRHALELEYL
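Eya2 (0.2 uM) preincubated 10 min at ambient with compound, then OMFP substrate added at 50 uM; 10 min reaction in 50 mM HEPES pH 7.5, 50 mM NaCl, 5 uM MgCl2, 0.05% BSA, 1 mM DTT. Fluorescence read at Ex 485/Em 525 nm.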
* marks the source's active call; other numbers are inactive results; ? = inconclusive; nt = no result given; [ ] = dose if it differs, or a comment. Unless noted, calls follow the shape of the dose curve; as a rule, active = well fitted curve in the direction sought with a large enough effect; inconclusive = small, poorly fitted or top-dose-only effect, or another doubt; inactive = no such curve, though single readings can be large; an effect the other way counts as inactive or inconclusive.

item	structure	Tb PFK inh	Mito fusion act	Eya2 phos inh	Integrin act MD	ELG1 repair inh	BCR signal inh	S-ASM inh	TSG101-PTAP inh	A-T KAP1 phos	TSHR antagonist	TCR act
1	Nc1nc(-c2ccc3ccccc3c2)cs1	6%	4%	-5%	14%	?	?	-2%	-2%	21%	-2	nt
2	CCOc1cc(/C=C2/NC(=O)N(CC(=O)OC)C2=O)ccc1O	0%	12%	4%	-30%	21%	?	-4%	-1%	-1%	-3	0%
3	Cc1ccc(C(=O)Nc2ccc3c(c2)OCO3)cc1S(=O)(=O)N1CCCCC1	17%	8%	5%	-24%	?	?	-3%	-4%	8%	-25	3%
4	CC(C)c1ccc(S(=O)(=O)N2CCN(C(=O)Cc3ccsc3)CC2)cc1	0%	7%	-17%	15%	10%	1%	-1%	2%	3%	9	7%
5	Cc1c(CCC(C)C)c(=O)n2c([nH]c3ccccc32)c1C#N	5%	3%	15%	-22%	-15%	?	nt	-4%	0%	11	1%
6	CCOc1ccc(OCCSc2ccc(S(=O)(=O)N3CCN(C)CC3)cn2)cc1	-9%	1%	-12%	?	11%	1%	-1%	-2%	3%	-3	-11%
7	CC(OC(=O)c1c[nH]c2ccccc12)C(=O)N1CCCC1 (centres undefined)	-7%	-2%	0%	?	24%	?	1%	-4%	-1%	10	-1%
8	C[n+]1ccc(/C=C/c2c[nH]c3ccccc23)cc1	-17%	-2%	36%	-22%	?	2%	-14%	?	6%	-31	?
9	COc1cc(S(=O)(=O)N2CCOCC2)ccc1NC(=O)CSc1n[nH]c(=O)[nH]c1=O	-1%	0%	-8%	?	-3%	5%	0%	-6%	0%	-7	-6%
10	O=C1c2ccccc2C(Nc2ccc3c(c2)OCO3)N1Cc1ccco1 (centres undefined)	11%	1%	-8%	19%	-14%	-12%	-5%	-4%	-1%	-15	0%[46.1 µM]
11	C/C(N)=C(/C#N)C(=O)COC(=O)CCCNC(=O)c1ccc(Cl)cc1	-1%	0%	-1%	-11%	-1%	-11%	-3%	-2%	1%	3	-2%
12	CC(Oc1ccc2c(=O)c(-c3ccc(Cl)cc3)c(C(F)(F)F)oc2c1)C(=O)O (centres undefined)	0%	0%	1%	22%	15%	?	4%	-2%	3%	-2	0%
13	S=C(NCCC(c1ccccc1)c1ccccc1)Nc1ccc(Cl)cc1	0%	-15%	-6%	-67%[inhibitor]	-4%	?	-2%	-6%	3%	-35	-6%
14	O=C(CSc1ccc(Cl)cc1)Nc1ccc(N2CCN(C(=O)c3ccco3)CC2)cc1	-18%	9%	-7%	24%	?	?	2%	0%	-6%	-15	1%
15	COc1cccc(/C=C2\SC(=S)N(CCCC(=O)N3CCCCC3)C2=O)c1	1%	-1%	3%	-24%	4%	?	-19%	-7%	-1%	-5	-21%
16	CCn1c(SCC(=O)NC2CCCCC2)nnc1-c1cc2cccc(OC)c2o1	-4%	-1%	8%	-19%	?	?	-9%	-7%	6%	9	-4%
17	O=CN1CCN(C(=O)c2ccc3c(c2)OCO3)CC1	-8%	-5%	1%	15%	?	1%	-1%	0%	-1%	5	6%
18	CCN(C(=O)Cc1c(C(=O)O)n(CC)c2ccccc12)c1cccc(C(F)(F)F)c1	-1%	-17%	1%	4%	0%	0%	-4%	-8%	-10%	11	-4%
19	CC(C)CCNC(=O)NC(=O)CSc1nnc(-c2ccccc2Br)o1	14%	2%	-1%	5%	-14%	-16%	19%	-4%	1%	-6	-6%
20	O=C1CCCN1CCCNS(=O)(=O)c1cccs1	-3%	nt	5%	-10%	9%	2%	1%	-3%	-16%	9	-3%

Reprinted at random: two entries already listed
item	structure	Tb PFK inh	Mito fusion act	Eya2 phos inh	Integrin act MD	ELG1 repair inh	BCR signal inh	S-ASM inh	TSG101-PTAP inh	A-T KAP1 phos	TSHR antagonist	TCR act
10	O=C1c2ccccc2C(Nc2ccc3c(c2)OCO3)N1Cc1ccco1 (centres undefined)	11%	1%	-8%	19%	-14%	-12%	-5%	-4%	-1%	-15	0%[46.1 µM]
8	C[n+]1ccc(/C=C/c2c[nH]c3ccccc23)cc1	-17%	-2%	36%	-22%	?	2%	-14%	?	6%	-31	?

Further structures
item	structure	Tb PFK inh	Mito fusion act	Eya2 phos inh	Integrin act MD	ELG1 repair inh	BCR signal inh	S-ASM inh	TSG101-PTAP inh	A-T KAP1 phos	TSHR antagonist	TCR act
21	CCOC(=O)c1cnc2c(C(=O)OCC)cnn2c1N	-4%	-4%	9%	-14%	?	?	-2%	-2%	-8%	3	-3%
22	Cn1c(=O)cc(OCC(=O)NC2CCCCC2)c2ccccc21	-2%	-5%	-4%	10%	?	1%	3%	-5%	-2%	-14	-2%
23	O=C(Cc1ccc(Cl)c(Cl)c1)N1CCOCC1	-7%	0%	-5%	?	?	4%	2%	6%	-20%	9	-4%
24	CC(OC(=O)c1ccc2ncsc2c1)C(=O)NCc1ccccc1 (centres undefined)	0%	2%	-7%	nt	17%	?	nt	nt	-5%	-3	-6%[46.1 µM]
25	CSCCC(NC(=O)CCC(=O)OCC(=O)[C@@]1(O)CCC2[C@@H]3CCC4=CC(=O)C=C[C@]4(C)C3[C@@H](O)C[C@@]21C)C(=O)O (some centres undefined)	1%	1%	7%	21%	20%	?	6%	-7%	-1%	4	-2%
26	CCN1/C(=N\N)c2cccc3cccc1c23	-6%	2%	-11%	-10%	12%	-1%	77%[activator]	4%	8%	6	-4%
27	CN(C)S(=O)(=O)c1ccc(C(=O)Nc2ccc3nc(N4CCOCC4)sc3c2)cc1	0%	nt	5%	6%	14%	1%	-4%	-1%	-3%	-7	-10%
28	CCCCCNC(=O)[C@@H]1CSC2c3ccccc3C(=O)N21 (some centres undefined)	-8%	-11%	3%	6%	-6%	-2%	-5%	1%	-9%	0	-5%
29	CCCOc1ccccc1/C=C1\SC(N)=NC1=O	-2%	1%	-17%	-29%	?	?	5%	9%	9%	4	1%
30	O=C(O)c1ccc(-n2nnnc2SCc2ccccc2Br)cc1	1%	29%	-21%	-8%	-9%	?	9%	1%	5%	15	-1%

Part of the list above, with one line to a screen.
(29) CCCOc1ccccc1/C=C1\SC(N)=NC1=O
(22) Cn1c(=O)cc(OCC(=O)NC2CCCCC2)c2ccccc21
(27) CN(C)S(=O)(=O)c1ccc(C(=O)Nc2ccc3nc(N4CCOCC4)sc3c2)cc1
(30) O=C(O)c1ccc(-n2nnnc2SCc2ccccc2Br)cc1
(21) CCOC(=O)c1cnc2c(C(=O)OCC)cnn2c1N
(24) CC(OC(=O)c1ccc2ncsc2c1)C(=O)NCc1ccccc1 (centres undefined)
Compound	29	22	27	30	21	24
Tb PFK inh	-2%	-2%	0%	1%	-4%	0%
Mito fusion act	1%	-5%	nt	29%	-4%	2%
Eya2 phos inh	-17%	-4%	5%	-21%	9%	-7%
Integrin act MD	-29%	10%	6%	-8%	-14%	nt
ELG1 repair inh	?	?	14%	-9%	?	17%
BCR signal inh	?	1%	1%	?	?	?
S-ASM inh	5%	3%	-4%	9%	-2%	nt
TSG101-PTAP inh	9%	-5%	-1%	1%	-2%	nt
A-T KAP1 phos	9%	-2%	-3%	5%	-8%	-5%
TSHR antagonist	4	-14	-7	15	3	-3
TCR act	1%	-2%	-10%	-1%	-3%	-6%[46.1 µM]
